From PubChem
IDH1 mut inh: inhibitors of IDH1 R132H reductase, primary screen, biochemical, plate reader, single point; diaphorase/resazurin fluorescence, 60 min; inhibition, % at 10 µM; 0.18% of 70,000 active; AID 624101, 2012; in the data active = inhibition above about 34%;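 note: 0% = DMSO and 100% = no enzyme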
Target sequence (O75874 whole entry R132H): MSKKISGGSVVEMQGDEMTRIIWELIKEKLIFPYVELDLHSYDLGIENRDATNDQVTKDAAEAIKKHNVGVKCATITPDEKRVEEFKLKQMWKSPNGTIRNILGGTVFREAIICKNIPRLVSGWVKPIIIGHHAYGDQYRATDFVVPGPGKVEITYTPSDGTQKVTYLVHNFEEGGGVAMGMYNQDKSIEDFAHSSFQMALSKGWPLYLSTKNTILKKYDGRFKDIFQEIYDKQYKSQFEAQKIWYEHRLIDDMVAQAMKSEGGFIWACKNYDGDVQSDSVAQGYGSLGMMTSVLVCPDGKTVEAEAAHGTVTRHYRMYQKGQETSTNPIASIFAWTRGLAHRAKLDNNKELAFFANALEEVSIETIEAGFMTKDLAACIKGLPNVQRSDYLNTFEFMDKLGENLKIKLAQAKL
PRC2 inh: EZH2/PRC2 methyltransferase inhibitors, primary screen, biochemical, DELFIA time-resolved fluorescence, single point; Histone-lysine N-methyltransferase EZH2 (Homo sapiens), Q15910; PRC2 H3K27 methylation, DELFIA TRF, 1 h; inhibition, % at 12.5 µM; 0.35% of 57,000 active; AID 651548, 2012;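 active = mean inhibition of replicates at least 50% and every single replicate also reaching 50%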;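 note: dimethyl H3K27 on biotinylated H3 21-44 peptide detected by antibody; plate controls were median neutral control wells for no effect and median positive control wells for full effect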
Active calls of the source: *; nt = not tested or not shown; & = joins results of further samples. Not all compounds are listed; the hit share may differ from the screen's.

Every second line gives: IDH1 mut inh	PRC2 inh
> COc1ccc(NC(=O)Nc2ccc3c(c2)CC(=O)N([C@@H](C)CO)C[C@H](C)[C@@H](CN(C)Cc2ccc(C(=O)O)cc2)O3)cc1
  -0.6	nt
> Cc1cc(=O)[nH]c(SCCOc2cccc(Oc3ccccc3)c2)n1
  -0.1	45
> C[C@@H]1CN([C@H](C)CO)S(=O)(=O)c2ccc(C#Cc3ccccn3)cc2O[C@@H]1CN(C)Cc1ccc(F)cc1
  -0.3	nt
> Cc1noc(C)c1NC(=O)Nc1ccc2c(c1)C(=O)N([C@@H](C)CO)C[C@@H](C)[C@@H](CN(C)S(=O)(=O)c1cccs1)OCCCC[C@H](C)O2
  -1.0	nt
> Cc1ccc(OCC(O)C(C)NC(C)C)c2c1CCC2 (centres undefined)
  -0.7	nt
> C[C@H]1CN([C@@H](C)CO)C(=O)c2cc(-c3ccccc3)cnc2O[C@H]1CN(C)C(=O)Cc1ccccc1
  0.1	6
> CCn1c(SCC(=O)Nc2ccc(Cl)cc2Cl)nnc1-c1cccc(Cl)c1
  -0.1	6
> COc1ccc(NC(=O)Nc2cccc3c2O[C@@H](CN(C)Cc2ccncc2)[C@H](C)CN([C@H](C)CO)C3=O)cc1
  1.1	nt
> CCCNC(=O)N[C@H]1C=C[C@H](CC(=O)N2CCN(C)CC2)O[C@@H]1CO
  0.8	15
> CCCN(C)C[C@H]1Oc2cc(C#Cc3cccc(F)c3)ccc2S(=O)(=O)N([C@@H](C)CO)C[C@H]1C
  -0.8	-11
> O=C(NCC[C@H]1CC[C@H](NS(=O)(=O)c2cccc(F)c2)[C@@H](CO)O1)C1CCC1
  -0.5	-9
> CS(=O)(=O)Nc1ccc2c(c1)[C@H]1C[C@@H](CC(=O)NC3CCCCC3)O[C@H](CO)[C@H]1O2
  -1.0	5
> C[C@H]1CN([C@@H](C)CO)C(=O)c2cccc(NC(=O)CCCCCC(=O)Nc3ccccc3N)c2O[C@H]1CN(C)S(=O)(=O)c1ccccc1
  0.0	-28
> C[C@@H]1CN([C@@H](C)CO)C(=O)c2cc(-c3cccc(F)c3)cnc2O[C@@H]1CN(C)C(=O)C1CCCCC1
  -2.4	18
> CNC[C@H]1Oc2ccc(NC(=O)Nc3ccc(F)cc3)cc2CC(=O)N([C@H](C)CO)C[C@@H]1C
  0.6	nt

Whole records, looked up by structure.
Cc1noc(C)c1NC(=O)Nc1ccc2c(c1)C(=O)N([C@@H](C)CO)C[C@@H](C)[C@@H](CN(C)S(=O)(=O)c1cccs1)OCCCC[C@H](C)O2 as listed: IDH1 mut inh: -1.0; PRC2 inh: nt
COc1ccc(NC(=O)Nc2cccc3c2O[C@@H](CN(C)Cc2ccncc2)[C@H](C)CN([C@H](C)CO)C3=O)cc1 as listed: IDH1 mut inh: 1.1; PRC2 inh: nt

The list continues.
Every second line gives: IDH1 mut inh	PRC2 inh
> C[C@H](CO)N1C[C@H](C)[C@@H](CN(C)CC2CCCCC2)OCCCC[C@H](C)Oc2ccc(NC(=O)c3ccccc3)cc2C1=O
  1.5	nt
> Cc1noc(C)c1S(=O)(=O)N(C)C[C@H]1Oc2ccc(NS(=O)(=O)c3ccc(Cl)cc3)cc2CC(=O)N([C@@H](C)CO)C[C@H]1C
  -1.2	nt
> C[C@H](CO)N1C[C@H](C)[C@H](CN(C)Cc2ccc(C(F)(F)F)cc2)Oc2ccc(NC(=O)NC3CCCCC3)cc2C1=O
  0.1	nt
> C[C@H]1CN([C@@H](C)CO)C(=O)c2cc(NC(=O)c3ccncc3)ccc2O[C@@H]1CN(C)S(=O)(=O)c1cn(C)cn1
  -0.2	nt
> CO[C@H]1CN(C)C(=O)c2cc(NC(C)=O)ccc2OC[C@H](C)N(Cc2nccs2)C[C@H]1C
  -0.3	-9
> CN(C)CC(=O)N[C@H]1CC[C@H](CCNC(=O)Nc2ccc(Cl)cc2)O[C@H]1CO
  -0.1	-13
> COc1ccccc1NC(=O)N[C@@H]1CC[C@H](CC(=O)N2CCC(Cc3ccccc3)CC2)O[C@@H]1CO
  0.2	7
> CC(C)c1cn(CC[C@@H]2CC[C@@H](NC(=O)c3cccc(F)c3)[C@@H](CO)O2)nn1
  0.4	-6
> CCC(=O)N(C)C[C@@H]1Oc2cc(-c3ccc(C#N)cc3)ccc2S(=O)(=O)N([C@@H](C)CO)C[C@H]1C
  -0.2	nt
> C[C@@H]1CN([C@@H](C)CO)S(=O)(=O)c2ccc(C#C[C@@H](C)O)cc2O[C@@H]1CN(C)C(=O)CC1CC1
  nt	-4
> C[C@H]1CN([C@@H](C)CO)S(=O)(=O)c2ccc(-c3ccc(F)cc3)cc2O[C@H]1CN(C)Cc1ccccc1C(=O)O
  1.2	-1
> Cc1noc(C)c1S(=O)(=O)Nc1ccc2c(c1)CC(=O)N([C@H](C)CO)C[C@@H](C)[C@H](CN(C)S(C)(=O)=O)O2
  -0.3	nt
> CC(=O)N(C)C[C@@H]1Oc2cc(-c3ccccc3F)ccc2S(=O)(=O)N([C@@H](C)CO)C[C@@H]1C
  -0.5	3
> Cc1cccc(-c2nnc(SCC(=O)Nc3cccc(Br)c3)n2C)c1
  0.2	0
> CO[C@H]1CN(C)C(=O)c2cc(NC(=O)C3CCCC3)ccc2OC[C@@H](C)N(CCC(F)(F)F)C[C@@H]1C
  -0.2	-2
> C[C@@H]1CN([C@H](C)CO)S(=O)(=O)c2ccc(-c3cccnc3)cc2O[C@H]1CN(C)Cc1ccccn1
  1.8	6
> CC(C)CC#Cc1ccc2c(c1)O[C@@H](CN(C)Cc1ccncc1)[C@@H](C)CN([C@H](C)CO)S2(=O)=O
  -0.1	nt
> C[C@@H]1CCCCO[C@@H](CN(C)C(=O)CCC(F)(F)F)[C@@H](C)CN([C@@H](C)CO)C(=O)c2cc(NC(=O)Cc3ccccc3)ccc2O1
  -1.0	nt
> O=C(CSc1nnnn1-c1ccccc1)Nc1ccc(Br)cc1Cl
  0.2	24
> C[C@@H]1CN([C@H](C)CO)C(=O)Cc2cc(NS(=O)(=O)c3cn(C)cn3)ccc2O[C@H]1CN(C)CC1CCCCC1
  1.5	-6
> C[C@@H]1CN([C@@H](C)CO)C(=O)c2cccc(NS(=O)(=O)c3ccccc3)c2O[C@H]1CN(C)Cc1ccc(C(F)(F)F)cc1
  nt	-4
> C[C@H](CO)N1C[C@H](C)[C@@H](CN(C)C(=O)NC2CCCCC2)Oc2ccc(NC(=O)Nc3ccc(C(F)(F)F)cc3)cc2CC1=O
  0.6	nt
> CCCC(=O)Nc1ccc2c(c1)C(=O)N(C)C[C@H](OC)[C@@H](C)CN(Cc1ccc(F)cc1)[C@H](C)CO2
  0.0	6
> CO[C@@H]1CN(C)C(=O)c2ccc(NC(=O)C3CCC3)cc2OC[C@@H](C)N(Cc2ccc(F)cc2)C[C@H]1C
  0.1	-19
> O=C(C[C@@H]1C[C@@H]2c3cc(NC(=O)c4ccc5c(c4)OCO5)ccc3O[C@@H]2[C@H](CO)O1)NCc1ccc(Oc2ccccc2)cc1
  0.2	-5
> C[C@H]1CN([C@@H](C)CO)C(=O)c2cc(NC(=O)Cn3cnnn3)ccc2O[C@H]1CN(C)Cc1ccc(Oc2ccccc2)cc1
  nt	-6
> COc1ccc(S(=O)(=O)Nc2ccc3c(c2)CC(=O)N([C@@H](C)CO)C[C@@H](C)[C@@H](CN(C)Cc2ccncc2)O3)cc1
  20	nt
> CCCC(=O)Nc1ccc2c(c1)OC[C@@H](C)N(C(=O)CN(C)C)C[C@H](C)[C@@H](OC)CN(C)C2=O
  0.1	-3
> COc1cc(/C=C/C=N/NC(=O)c2ccccn2)ccc1O
  nt	-5
> COc1ccccc1C#Cc1cnc2c(c1)C(=O)N([C@@H](C)CO)C[C@H](C)[C@H](CN(C)C(=O)CN(C)C)O2
  -1.0	nt

Retrieved one by one from the list above (three):
Every second line gives: IDH1 mut inh	PRC2 inh
> COc1ccc(S(=O)(=O)Nc2ccc3c(c2)CC(=O)N([C@@H](C)CO)C[C@@H](C)[C@@H](CN(C)Cc2ccncc2)O3)cc1
  20	nt
> CCCC(=O)Nc1ccc2c(c1)C(=O)N(C)C[C@H](OC)[C@@H](C)CN(Cc1ccc(F)cc1)[C@H](C)CO2
  0.0	6
> O=C(C[C@@H]1C[C@@H]2c3cc(NC(=O)c4ccc5c(c4)OCO5)ccc3O[C@@H]2[C@H](CO)O1)NCc1ccc(Oc2ccccc2)cc1
  0.2	-5

Carrying on.
Every second line gives: IDH1 mut inh	PRC2 inh
> O=C(COc1ccc2ccccc2c1Br)Nc1ccccc1C(=O)N1CCCCC1
  0.2	-21
> Cc1ccc(-c2cc(C(F)(F)F)n3nc(C(=O)NCCCn4ccnc4)cc3n2)cc1C
  -0.3	2
> C[C@H]1CCCCO[C@@H](CN(C)C(=O)NC2CCCCC2)[C@@H](C)CN([C@@H](C)CO)C(=O)c2cc(NC(=O)CCC(F)(F)F)ccc2O1
  0.6	nt
> C[C@H]1CN([C@@H](C)CO)C(=O)Cc2cc(NS(=O)(=O)c3cn(C)cn3)ccc2O[C@@H]1CN(C)Cc1ccc(Oc2ccccc2)cc1
  -0.4	nt
> C[C@@H]1CN([C@@H](C)CO)C(=O)Cc2cc(NS(C)(=O)=O)ccc2O[C@H]1CN(C)Cc1ccccc1
  -1.6	2
> COc1ccc(NC(=O)N(C)C[C@@H]2Oc3c(NS(=O)(=O)c4cn(C)cn4)cccc3C(=O)N([C@@H](C)CO)C[C@H]2C)cc1
  -1.6	nt
> CCCN(C)C[C@@H]1OCCCC[C@@H](C)Oc2ccc(NS(=O)(=O)c3ccccc3)cc2C(=O)N([C@@H](C)CO)C[C@@H]1C
  0.5	-23
> [N-]=[N+]=NCC(=O)N1CCC2(CC1)C(=O)NCN2c1ccccc1
  0.2	10&3
> COc1cccc(NC(=O)N[C@H]2C=C[C@@H](CC(=O)Nc3ccccc3)O[C@@H]2CO)c1
  -0.5	1
> C[C@@H]1CN([C@@H](C)CO)C(=O)c2cccc(NC(=O)c3ccncc3)c2O[C@@H]1CN(C)CC1CCCCC1
  nt	0
> Cc1noc(C)c1NC(=O)N(C)C[C@H]1Oc2ncc(C#CC3CCCCC3)cc2C(=O)N([C@H](C)CO)C[C@H]1C
  0.0	-10
> Cc1ccc(S(=O)(=O)N(C)C[C@H]2Oc3c(NC(=O)CCCCCC(=O)Nc4ccccc4N)cccc3C(=O)N([C@@H](C)CO)C[C@@H]2C)cc1
  nt	-13
> O=C(N/N=C/c1ccccc1[N+](=O)[O-])c1ccccn1
  nt	-31
> C[C@H]1CN([C@@H](C)CO)C(=O)c2cccc(NC(=O)CCCCCC(=O)Nc3ccccc3N)c2O[C@H]1CN(C)C(=O)Nc1ccc(C(F)(F)F)cc1
  0.5	-15
> C[C@H]1CN([C@@H](C)CO)S(=O)(=O)c2ccc(C#Cc3ccc(F)cc3)cc2O[C@H]1CN(C)S(=O)(=O)c1ccc(F)cc1
  0.2	-20
> Cc1ccccc1S(=O)(=O)NCC[C@@H]1CC[C@H](NC(=O)Nc2cccc(F)c2)[C@H](CO)O1
  -0.4	-14
> COCC(=O)N1C[C@@H](C)[C@H](OC)CN(C)C(=O)c2cc(NC(=O)C3CCC3)ccc2OC[C@H]1C
  0.0	-3
> COc1cccc(NC(=O)N(C)C[C@H]2Oc3cc(-c4cccc(C(=O)N(C)C)c4)ccc3S(=O)(=O)N([C@H](C)CO)C[C@H]2C)c1
  1.5	nt
> C[C@H](CO)N1C[C@H](C)[C@H](CN(C)S(=O)(=O)c2ccc(-c3ccccc3)cc2)OCc2cn(nn2)CCCC1=O
  -3.1	nt
> O=C(NCC[C@@H]1CC[C@@H](NS(=O)(=O)Cc2ccccc2)[C@H](CO)O1)C1CC1
  -0.1	2
> COc1ccccc1CNC(=O)C[C@H]1C[C@H]2c3cc(NS(C)(=O)=O)ccc3O[C@H]2[C@@H](CO)O1
  0.2	-12
> O=C1c2ccccc2C(=O)N1CCCc1nc2c3c4c(sc3ncn2n1)CCCCC4
  -0.5	-10
> COc1ccc(S(=O)(=O)Nc2ccc3c(c2)C(=O)N([C@H](C)CO)C[C@@H](C)[C@@H](CN(C)Cc2ccc(C(F)(F)F)cc2)OCCCC[C@H](C)O3)cc1
  0.4	nt
> C[C@@H]1CN([C@H](C)CO)C(=O)Cc2cc(NS(=O)(=O)c3ccc(F)cc3)ccc2O[C@H]1CN(C)S(C)(=O)=O
  -0.1	nt
> CCc1ccc2[nH]c(C(=O)Nc3ccccc3C(C)CC)cc2c1 (centres undefined)
  1.6	-2
> CO[C@@H]1CN(C)C(=O)c2cc(NC(=O)C3CC3)ccc2OC[C@H](C)N(C)C[C@@H]1C
  -0.1	2
> Cc1ccc(-c2noc(CN(C(=O)c3ccccc3-c3ccccc3)C(C)C)n2)cc1
  -0.1	34
> C[C@@H]1CN([C@@H](C)CO)S(=O)(=O)c2ccc(C#CC3CCCC3)cc2O[C@@H]1CN(C)Cc1cncnc1
  0.5	-9
> COc1ccc(CN(C)C[C@H]2Oc3ccc(NC(=O)Cc4cn(C)c5ccccc45)cc3CC(=O)N([C@H](C)CO)C[C@H]2C)cc1
  -3.8	-29
> C[C@H](CO)N1C[C@H](C)[C@H](CN(C)C(=O)Nc2cccc3ccccc23)Oc2ccc(NC(=O)CCC(F)(F)F)cc2C1=O
  nt	8
> Cc1ccc(C(=O)Nc2ccccc2C(=O)NCc2ccco2)cc1[N+](=O)[O-]
  0.0	-4
